DUSP3 inh: inhibitors of human VHR1 phosphatase (DUSP3); P51452; recombinant VHR phosphatase, pNPP absorbance; inhibition, % at 13.3 µM; 0.52% of 290,000 active; in the data active means inhibition above about 50%; further: some compounds called inactive have numbers as strong as hits
Target sequence (P51452 whole entry, looked up): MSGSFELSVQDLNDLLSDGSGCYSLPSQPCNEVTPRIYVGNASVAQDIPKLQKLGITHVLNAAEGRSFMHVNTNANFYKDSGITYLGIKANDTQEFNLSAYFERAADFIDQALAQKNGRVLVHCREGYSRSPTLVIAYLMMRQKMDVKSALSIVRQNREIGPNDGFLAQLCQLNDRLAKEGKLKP
BioA inh: blocks M. tuberculosis BioA enzyme activity. purified M. tuberculosis BioA enzyme, plate reader. inhibition, % at 9.99 µM. 0.096% of 360,000 active. AID 602481; in the data active means inhibition above about 40%
Vc quorum ag: quorum light induction in luxS cqsA deficient V. cholerae | 0.16% of 350,000 active | activation, % at 18.7 µM | V. cholerae BH1578 lux reporter, luminescence, 6 h; in the data active means activation mostly above about 9.7%, no sharp cut-off; further: not every result past the cut was called active; inactives centre near 0; reference of the scale not given here
Rv3671c protease: inhibitors of M. tuberculosis serine protease Rv3671c. P9WHR9. inhibition, % at 5.96 µM. 0.048% of 320,000 active. AID 2606; in the data active means inhibition above about 38%;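 further: extracellular domain of Rv3671c used as enzyme; 0% = enzyme with DMSO and 100% = no enzyme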
Mtb FBA inh: Mtb fructose-bisphosphate aldolase inhibition; P9WQA3; inhibition, % at 1 µM; AID 588726; purified M. tuberculosis FBA, fluorescence read-out; 2.3% of 360,000 active; in the data active means inhibition above about 27%;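 further: 0% = vehicle and 100% = reference inhibitor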
Target sequence (P9WQA3 whole entry, looked up): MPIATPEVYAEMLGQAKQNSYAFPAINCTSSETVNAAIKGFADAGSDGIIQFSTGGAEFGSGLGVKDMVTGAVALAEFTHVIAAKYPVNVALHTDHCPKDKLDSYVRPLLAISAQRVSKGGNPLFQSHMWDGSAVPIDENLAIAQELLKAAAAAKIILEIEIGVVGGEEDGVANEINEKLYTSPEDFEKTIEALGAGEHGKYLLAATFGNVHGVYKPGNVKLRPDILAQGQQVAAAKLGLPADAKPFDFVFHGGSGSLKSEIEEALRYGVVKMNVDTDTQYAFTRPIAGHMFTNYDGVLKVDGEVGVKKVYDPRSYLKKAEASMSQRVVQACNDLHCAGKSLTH
PriA SSB inh: blocks PriA binding to SSB C-terminal tail. AID 1272365. inhibition, % at 33 µM. AlphaScreen SSBct-PriA binding, biotinylated peptide. 0.6% of 430,000 active; in the data active means inhibition mostly above about 37%, no sharp cut-off; inactive means mostly below about 20%;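 further: plate controls were negative control peptide for no effect and reference peptide for full effect; strong numbers were not always called active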
MazEF act: activators of E. coli MazEF toxin-antitoxin RNase. P0AE70. FAM/BHQ RNA-DNA oligo cleavage fluorescence, 5 h. activation, % at 20 µM. 0.32% of 350,000 active; in the data active means activation above about 50%
Target sequence (P0AE70 whole entry, looked up): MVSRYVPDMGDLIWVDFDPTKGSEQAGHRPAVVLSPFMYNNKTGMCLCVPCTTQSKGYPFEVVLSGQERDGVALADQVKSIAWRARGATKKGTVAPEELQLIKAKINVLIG
Mtb UGM inh: Mtb UDP-galactopyranose mutase inhibition. 0.06% of 320,000 active. purified UGM, fluorescence polarization probe displacement. inhibition, % at 10 µM. P9WIQ1; in the data active means inhibition above about 10%, passing the limit was not always enough
GDH-TPI counter: counter-screen for M. tuberculosis FBA inhibitors: GDH-TPI coupled enzymes. GDH-TPI coupled enzyme counterscreen, NADH absorbance. inhibition, % at 4.8 µM. 1.2% of 360,000 active; in the data active means inhibition above about 30%;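 further: 0% = DMSO wells and 100% = wells lacking the enzyme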
3CLpro inhibitor: SARS-CoV 3CLpro protease inhibition | P0C6X7 | recombinant SARS-CoV 3CLpro, quenched FRET peptide cleavage | inhibition, % at 6 µM | 0.14% of 290,000 active | AID 1706; in the data active means inhibition above about 12%
The depositor's hits bear a star; i = inactive; / = no result given; + = active, no number; & = joins results of further samples. Only part of the results is shown; count on the stated rates, not on these rows.

cpd	Compound	DUSP3 inh	BioA inh	Vc quorum ag	Rv3671c protease	Mtb FBA inh	PriA SSB inh	MazEF act	Mtb UGM inh	GDH-TPI counter	3CLpro inhibitor
1	COc1ccc2nc(NC(=O)c3cccc(N4C(=O)CCC4=O)c3)sc2c1	/	-0.4	-1.3	-9	1	-12	3	0.5	11	/
2	O=C(Nc1cccc(C(F)(F)F)c1)c1cncs1	14	0.8	-0.2	-7	2	-17	-19	1.7	7	0
3	CCc1ccc(CN2CCCC(CNC(=O)c3cccc(OC)c3OC)C2)cc1 (configuration not stated)	2	0.8	-0.1	8	2	-6	15	-6.1	-3	0
4	Cc1ccc(C(C)C)c(OCC(=O)Nc2ccc3c(c2)nc(CN2CCCC2)n3C)c1	23	/	i	3	9	9	-2	0.8	-1	8
5	CS(=O)(=O)/C(C#N)=C/c1c(-c2ccccc2)nc2n1CCS2	-1	1.0	-0.6	1	-1	-5	-18	-1.1	16	-1
6	CNc1ccc(Cl)cc1C(N)=O	2	-0.4	-0.6	5	113*	0	4	0.8	9	-2
7	COCCN(C(=O)c1ccc(N(C)S(=O)(=O)c2ccc(C)cc2)cc1)c1c(N)n(CC(C)C)c(=O)[nH]c1=O	/	-3.3	-1.9	/	6	-5	5	/	2	/
8	C=CCn1c(SCC(=O)NC2CCCc3ccccc32)nnc1-c1ccncc1 (configuration not stated)	8	2.4	0.6	1	-1	-3	8	2.8	-7	1
9	O=C(c1ccc2c(c1)OCO2)N1CCN(c2ccccn2)CC1	-2	0.7	-0.3	-3	1	8&-11	5	-1.1	5	1
10	N/C(=N\OC(=O)CC1CCCCC1)c1ccc(Cl)cc1	14	-0.1	-0.2	-4	-2	/	2	-0.3	4	-4
11	COc1cc(C(=O)NCCC(=O)NCCCN2CCCCC2C)cc(OC)c1OC (configuration not stated)	21	-1.1	2.7	-6	-1	-10	-18	3.2	1	-1
12	Cc1cc(CNC(=O)Cc2ccccc2)c2ccccc2n1	25	1.3	-0.3	-3	1	-6	-3	-0.4	15	-3
13	Cc1ccc(NC(=O)CCC(=O)OCC(=O)c2ccc(Oc3ccc([N+](=O)[O-])cc3)cc2)c(C)c1	21	-0.6	-5.3	-3	1	-5	-16	0.5	-3	-1
14	COc1ccc(-n2c(O)c(C(C)=NCC3CCCO3)c(=O)[nH]c2=O)cc1 (configuration not stated)	-13	/	-0.4	4	-1	-15	3	1.4	2	5
15	CSc1ncc(CN2CCCC(C(=O)c3ccc(C(C)(C)C)cc3)C2)cn1 (configuration not stated)	0	/	-0.2	-6	5	5	-1	0.1	1	-2
16	Cc1csc2nc(O)c(C(=O)NCCC3=CCCCC3)c(=O)n12	/	-0.7	i	10	-2	-13	3	-1.5	-4	/
17	COc1nc(OC)nc(Oc2ccc(Cl)cc2[N+](=O)[O-])n1	-7	/	-0.3	-2	0	-4	1	-0.9	-4	3
18	COc1ccc(CNS(=O)(=O)NCc2ccc(C)cc2)cc1	16	-0.9	-2.3	-1	2	2	1	-0.3	-6	-2
19	CC(=O)Nc1ccc(S(=O)(=O)N2CCCN(S(=O)(=O)c3ccc(NC(C)=O)cc3)CC2)cc1	-8	2.4	-0.3	1	-1	-3	5	-0.4	6	-1
20	CCC1=NC(c2ccc(OC)cc2)N(O)C1(C)C (configuration not stated)	-4	0.9	0.2	5	0	9	1	-2.3	1	-3
21	CS(=O)(=O)N1CCN(c2ccnc3cc(Cl)ccc23)CC1	38	3.5	1.8	-8	5	-2	-19	2.6	3	1
22	CNc1ccc(-c2cccc(CO)c2)cn1	/	0.1	i	/	171*	/	/	/	7	/
23	O=C(NCc1cccc(C(F)(F)F)c1)c1ccc2c(c1)OCCO2	8	/	-0.3	2	6	-17	5	1.5	-1	-4
24	CC(OC(=O)CN(C)S(=O)(=O)c1ccc(Cl)cc1)C(=O)Nc1ncc(Cl)cc1Cl (configuration not stated)	5	2.8	-0.1	7	0	-12	3	-4.2	1	-1

Brought forward from above: two entries, then new ones.
cpd	Compound	DUSP3 inh	BioA inh	Vc quorum ag	Rv3671c protease	Mtb FBA inh	PriA SSB inh	MazEF act	Mtb UGM inh	GDH-TPI counter	3CLpro inhibitor
23	O=C(NCc1cccc(C(F)(F)F)c1)c1ccc2c(c1)OCCO2	8	/	-0.3	2	6	-17	5	1.5	-1	-4
24	CC(OC(=O)CN(C)S(=O)(=O)c1ccc(Cl)cc1)C(=O)Nc1ncc(Cl)cc1Cl (configuration not stated)	5	2.8	-0.1	7	0	-12	3	-4.2	1	-1
25	CCC(C)Cn1c(S(=O)(=O)O)nc2ccccc21 (configuration not stated)	-5	0.0	24	1	-1	-8	1	-0.5	-5	4
26	CCOC(=O)c1ccc(N2C(=O)c3n[nH]c(C)c3C2c2ccc(OC)cc2OC)cc1 (configuration not stated)	22	-2.6	/	-22	3	15	-5	1.2	-5	3
27	COC(=O)C1=CNC=C(C(=O)OC)C1c1ccc(Cl)cc1	-8	4.0	i	-6	+	-36	2	0.1	6	-4
28	COc1ccc(C(C)(C)C)cc1NC(=O)C1CC(=O)N(C2CCCC2)C1 (configuration not stated)	/	/	4.5	0	-3	-8	-1	-1.0	12	/
29	CCc1cccc(CC)c1NC(=O)COC(=O)CC1c2ccccc2CCN1S(=O)(=O)c1ccccc1 (configuration not stated)	17	-1.7	0.8	-3	-7	-10	4	1.4	-7	2
30	Cc1cc2ncc(C(N)=O)cn2n1	18	/	-0.1	0	3	-16	-6	-1.5	6	-4
31	CCOC(=O)c1c(S(=O)(=O)NCC(=O)Nc2cc(C)ccc2OC)c(C)n(C)c1C	12	-0.7	i	0	0	-6	5	0.4	3	2
32	COc1ccc(-c2ncc(CN3CCC(CO)(Cc4cccc(OC)c4)CC3)cn2)cc1	31	/	-2.2	2	0	3	2	4.0	1	0
33	O=C(NCCCN1CCN(Cc2ccccc2)CC1)c1nnc(Cc2c(F)cccc2Cl)o1	32	-0.7	i	5	0	3	3	-1.5	-10	-3
34	CCC(=O)Nc1nc(=S)ss1	-1	/	i	7	5	-12	-1	3.8	4	3
35	O=C(COc1ccccc1F)NNC(=O)c1ccc(N2CCCCC2)c([N+](=O)[O-])c1	-1	/	-0.3	0	-7	14	4	0.4	8	-5
36	O=C(CN(Cc1cccs1)C(=O)CSc1nnc(COc2ccccc2)o1)NC1CCCCC1	18	0.0	/	-10	6	4	-7	-1.3	-3	-2
37	COc1cccc(OC)c1OCC(O)CN1CCN(c2ccc(F)cc2)CC1 (configuration not stated)	10	-1.3	i	4	-1	-14	2	3.7	14	2
38	CCN(CC)C(=S)SCC(=O)c1ccc(F)cc1	15	-0.3	-0.2	2	4	3	-2	0.6	4	4
39	CCCS(=O)(=O)NC(=O)C1(C)CCN(C(=O)c2ccc3ccccc3c2)C1 (configuration not stated)	/	-0.8	i	/	-1	/	/	/	12	/
40	C[C@@H]([C@H](O)c1ccccc1)N(C)C(=S)Nc1ccccc1	15	-0.1	-0.5	/	0	5	-2	0.0	10	0
41	Cc1cccc(N2CCN(C(=O)c3cccc(S(=O)(=O)N4CCc5ccccc5C4)c3)CC2C)c1 (configuration not stated)	26	-0.7	-0.6	-11	-1	-8	-2	4.5	9	3
42	Cc1ccc(S(=O)(=O)CC(=O)c2ccc([N+](=O)[O-])cc2)cc1	-3	-1.7	-1.6	6	-8	-2	-8	-3.6	-5	-4
43	C=CCNC(=O)c1cn(CC)c2cc(N3CCN(C(=O)c4ccco4)CC3)c(F)cc2c1=O	-4	7.8	-0.4	-7	97*	-4	-19	1.1	20	-3
44	CCC(C(=O)NCc1ccco1)N(C(=O)CNS(=O)(=O)c1ccccc1)C1CCCCC1 (configuration not stated)	15	2.9	-7.1	2	1	1	-5	3.9	-4	2
45	Cc1cccc(-n2c(SCC(=O)Nc3ccc4c(c3)OCO4)nnc2-c2ccoc2C)c1	1	0.2	1.1	-5	5	-9	-4	0.4	9	5
46	CCC1CCCCN1CCCNC(=O)CN1C(=O)c2cccnc2Oc2ccc(Cl)cc21 (configuration not stated)	35	-2.3	-0.4	-15	1	2	10	-0.2	6	-6
47	COCCCn1c(C(=O)NC2CCCCC2C)cc2c(=O)n3cccc(C)c3nc21 (configuration not stated)	-18	-1.2	i	-6	5	-10	0	0.5	-4	3
48	CCNC(=O)OCc1cn(-c2ccccc2)nn1	-5	/	+	-3	2	-9	8	-1.8	-2	4
49	Cc1ccc(S(=O)(=O)c2cc3c(=O)n4cccc(C)c4nc3n(C3CCCCC3)c2=N)cc1	2	-2.5	-0.1	-7	1	-23	52*	-0.7	2	-2
50	CCCC(=O)C1=C(SCC)CC(C)(C)C(C(=O)OC)C1=O (configuration not stated)	8	5.8	-0.6	7	2	-16	8	0.9	15	-6
51	CCCNC(=O)c1ccccc1NC(=O)c1ccccc1N(C)S(C)(=O)=O	13	0.7	0.5	-4	-1	-17	2	-1.2	-1	-2
52	Cc1cc(C)c(C)c(S(=O)(=O)NC2CCN(Cc3ccccc3)CC2)c1C	15	2.6	-0.3	0	1	14	-1	3.9	0	0
53	Cc1ccccc1-c1nn2c(-c3ccccc3)nnc2s1	10	1.8	-0.6	5	1	-14	-9	1.5	14	2
54	CCN1CN(Cc2ccccc2)CNC1=S	10	/	i	-6	-4	-7	-7	-3.9	5	1

Entries from the list above that contain a Cl atom, in the order listed:
cpd	Compound	DUSP3 inh	BioA inh	Vc quorum ag	Rv3671c protease	Mtb FBA inh	PriA SSB inh	MazEF act	Mtb UGM inh	GDH-TPI counter	3CLpro inhibitor
6	CNc1ccc(Cl)cc1C(N)=O	2	-0.4	-0.6	5	113*	0	4	0.8	9	-2
10	N/C(=N\OC(=O)CC1CCCCC1)c1ccc(Cl)cc1	14	-0.1	-0.2	-4	-2	/	2	-0.3	4	-4
17	COc1nc(OC)nc(Oc2ccc(Cl)cc2[N+](=O)[O-])n1	-7	/	-0.3	-2	0	-4	1	-0.9	-4	3
21	CS(=O)(=O)N1CCN(c2ccnc3cc(Cl)ccc23)CC1	38	3.5	1.8	-8	5	-2	-19	2.6	3	1
24	CC(OC(=O)CN(C)S(=O)(=O)c1ccc(Cl)cc1)C(=O)Nc1ncc(Cl)cc1Cl (configuration not stated)	5	2.8	-0.1	7	0	-12	3	-4.2	1	-1
27	COC(=O)C1=CNC=C(C(=O)OC)C1c1ccc(Cl)cc1	-8	4.0	i	-6	+	-36	2	0.1	6	-4
33	O=C(NCCCN1CCN(Cc2ccccc2)CC1)c1nnc(Cc2c(F)cccc2Cl)o1	32	-0.7	i	5	0	3	3	-1.5	-10	-3
46	CCC1CCCCN1CCCNC(=O)CN1C(=O)c2cccnc2Oc2ccc(Cl)cc21 (configuration not stated)	35	-2.3	-0.4	-15	1	2	10	-0.2	6	-6

Bioassay records as filed in PubChem BioAssay.
